Giardia killer – Small Molecules that selectively kill Giardia lamblia: qHTS; Giardia lamblia trophozoite viability; activity change, % at 7.66 µM, hits read low; 0.15% of 340,000 active; AID 540267, 2011; in the data active = activity change below about -80%; inconclusive = between about -30% and that limit;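 note: parasites exposed to compound for two days anaerobically before the ATP read; % is set by controls: 0 for no effect and ±100 for the full control effect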
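Each well holds 100 Giardia trophozoites and compound. After two days (48 hrs) at 37 deg C in anaerobic conditions, ATP is quantified by luminescence.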
TSHR antag – Antagonists of the Thyroid Stimulating Hormone Receptor: HTS campaign. TSHR-expressing cells, TSH-stimulated cAMP HTRF, 2 h; active compounds read low. activity change, negative = inhibition, % at 11.5 µM. 0.2% of 330,000 active. AID 504810, 2011;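 active = activity change below a set negative limit, meaning inhibition stronger than a set level, cut at about -70% in these data; inconclusive = activity change between two set negative limits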; note: % is set by controls: 0 for no effect and ±100 for the full control effect
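Freshly harvested TSHR cells receive pin-tooled compound, then EC80 TSH at 4nM final. After 2 hours at 37 deg C, antibody in lysis buffer and cAMP-d2 are added; 30 minutes at ambient temperature precede the HTRF read.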
hERG WT inh – qHTS for Inhibitors of KCHN2 3.1: Wildtype qHTS | Voltage-gated inwardly rectifying potassium channel KCNH2 (Homo sapiens), Q12809 | U2OS, BacMam KCNH2, thallium flux FluxOr; active compounds read low | activity change, % at 1.84 µM | 0.37% of 340,000 active | AID 720551, 2013;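 active = maximum activity change below -70%; inconclusive = maximum activity change between -70% and -50%; inactive = maximum activity change above -50%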; note: % is set by controls: 0 for no effect and ±100 for the full control effect
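U2OS cells were transduced with wild-type KCNH2 virus (2.03 x 10^8 / mL) for 4 h at room temperature, then cultured overnight at 37 C. Thallium flux was read with FluxOr dye. Rate constants were normalized to DMSO controls.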
GALK inhibitor – qHTS Assay for Inhibitors of Human Galactokinase (GALK); P51570; Purified GALK, Kinase-Glo residual ATP luminescence; Potency, µM (top dose mostly 57.5 µM), for the others: top-dose activity change, negative = inhibition, usual class: inhibitors; 0.007% of 270,000 active; note: potency is the fitted concentration of half-maximal effect; % is set by controls: 0 for no effect and ±100 for the full control effect
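Kinase-Glo Plus luminescence measured ATP left after a 1 h room-temperature reaction. The reaction used 5 nM GALK, 100 uM galactose and 35 uM ATP at pH 8.0 (20 mM HEPES, 5 mM MgCl2, 60 mM NaCl, 1 mM DTT, 0.01% BSA).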
Tb PFK block – qHTS Assay to Find Inhibitors of T. brucei phosphofructokinase; ATP-dependent 6-phosphofructokinase (Trypanosoma brucei brucei), O15648; T. brucei PFK, ADP-Glo luminescence; Potency, µM (highest dose often 57.5 µM), inactives show top-dose activity, negative = inhibition, most hits filed as inhibitors; 0.17% of 330,000 active;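 note: potency is the fitted concentration of half-maximal effect; 0% = uninhibited 1x PFK enzyme wells and -100% = no-enzyme wells; nearly all actives have a fitted effect of over 60% in size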
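PFK 1.25 nM, F6P 0.5 mM, ATP 0.1 mM, 0.1 M TEA pH 8.0, 5 mM MgCl2, 0.01% Tween20, 0.1% BSA; 45 min RT. ADP-Glo readout. qHTS titration up to 57 uM; curves fitted, compounds curve-classed.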
MLL CXXC-DNA inh – qHTS Fluorescence Polarization Assay for Inhibitors of MLL CXXC domain - DNA interaction; Potency, µM (highest dose often 115 µM), inactives show at the highest dose activity change, negative = inhibition, usual class: inhibitors; Histone-lysine N-methyltransferase 2A (Homo sapiens), Q03164; 0.037% of 290,000 active; MLL-CXXC / FITC-HOXA9 DNA fluorescence polarization; active = well fitted inhibition curve with a large enough effect in the polarisation, with a control signal flat, not every such curve was filed as active; inconclusive = small, poorly fitted or top-dose-only effect, or effect the other way, or a change in a side signal; inactive = no such curve, though single readings can be large or run the other way; the % refers to the polarisation; note: potency is the fitted concentration of half-maximal effect
Target sequence (Q03164 whole entry, looked up, the tested form may be a part): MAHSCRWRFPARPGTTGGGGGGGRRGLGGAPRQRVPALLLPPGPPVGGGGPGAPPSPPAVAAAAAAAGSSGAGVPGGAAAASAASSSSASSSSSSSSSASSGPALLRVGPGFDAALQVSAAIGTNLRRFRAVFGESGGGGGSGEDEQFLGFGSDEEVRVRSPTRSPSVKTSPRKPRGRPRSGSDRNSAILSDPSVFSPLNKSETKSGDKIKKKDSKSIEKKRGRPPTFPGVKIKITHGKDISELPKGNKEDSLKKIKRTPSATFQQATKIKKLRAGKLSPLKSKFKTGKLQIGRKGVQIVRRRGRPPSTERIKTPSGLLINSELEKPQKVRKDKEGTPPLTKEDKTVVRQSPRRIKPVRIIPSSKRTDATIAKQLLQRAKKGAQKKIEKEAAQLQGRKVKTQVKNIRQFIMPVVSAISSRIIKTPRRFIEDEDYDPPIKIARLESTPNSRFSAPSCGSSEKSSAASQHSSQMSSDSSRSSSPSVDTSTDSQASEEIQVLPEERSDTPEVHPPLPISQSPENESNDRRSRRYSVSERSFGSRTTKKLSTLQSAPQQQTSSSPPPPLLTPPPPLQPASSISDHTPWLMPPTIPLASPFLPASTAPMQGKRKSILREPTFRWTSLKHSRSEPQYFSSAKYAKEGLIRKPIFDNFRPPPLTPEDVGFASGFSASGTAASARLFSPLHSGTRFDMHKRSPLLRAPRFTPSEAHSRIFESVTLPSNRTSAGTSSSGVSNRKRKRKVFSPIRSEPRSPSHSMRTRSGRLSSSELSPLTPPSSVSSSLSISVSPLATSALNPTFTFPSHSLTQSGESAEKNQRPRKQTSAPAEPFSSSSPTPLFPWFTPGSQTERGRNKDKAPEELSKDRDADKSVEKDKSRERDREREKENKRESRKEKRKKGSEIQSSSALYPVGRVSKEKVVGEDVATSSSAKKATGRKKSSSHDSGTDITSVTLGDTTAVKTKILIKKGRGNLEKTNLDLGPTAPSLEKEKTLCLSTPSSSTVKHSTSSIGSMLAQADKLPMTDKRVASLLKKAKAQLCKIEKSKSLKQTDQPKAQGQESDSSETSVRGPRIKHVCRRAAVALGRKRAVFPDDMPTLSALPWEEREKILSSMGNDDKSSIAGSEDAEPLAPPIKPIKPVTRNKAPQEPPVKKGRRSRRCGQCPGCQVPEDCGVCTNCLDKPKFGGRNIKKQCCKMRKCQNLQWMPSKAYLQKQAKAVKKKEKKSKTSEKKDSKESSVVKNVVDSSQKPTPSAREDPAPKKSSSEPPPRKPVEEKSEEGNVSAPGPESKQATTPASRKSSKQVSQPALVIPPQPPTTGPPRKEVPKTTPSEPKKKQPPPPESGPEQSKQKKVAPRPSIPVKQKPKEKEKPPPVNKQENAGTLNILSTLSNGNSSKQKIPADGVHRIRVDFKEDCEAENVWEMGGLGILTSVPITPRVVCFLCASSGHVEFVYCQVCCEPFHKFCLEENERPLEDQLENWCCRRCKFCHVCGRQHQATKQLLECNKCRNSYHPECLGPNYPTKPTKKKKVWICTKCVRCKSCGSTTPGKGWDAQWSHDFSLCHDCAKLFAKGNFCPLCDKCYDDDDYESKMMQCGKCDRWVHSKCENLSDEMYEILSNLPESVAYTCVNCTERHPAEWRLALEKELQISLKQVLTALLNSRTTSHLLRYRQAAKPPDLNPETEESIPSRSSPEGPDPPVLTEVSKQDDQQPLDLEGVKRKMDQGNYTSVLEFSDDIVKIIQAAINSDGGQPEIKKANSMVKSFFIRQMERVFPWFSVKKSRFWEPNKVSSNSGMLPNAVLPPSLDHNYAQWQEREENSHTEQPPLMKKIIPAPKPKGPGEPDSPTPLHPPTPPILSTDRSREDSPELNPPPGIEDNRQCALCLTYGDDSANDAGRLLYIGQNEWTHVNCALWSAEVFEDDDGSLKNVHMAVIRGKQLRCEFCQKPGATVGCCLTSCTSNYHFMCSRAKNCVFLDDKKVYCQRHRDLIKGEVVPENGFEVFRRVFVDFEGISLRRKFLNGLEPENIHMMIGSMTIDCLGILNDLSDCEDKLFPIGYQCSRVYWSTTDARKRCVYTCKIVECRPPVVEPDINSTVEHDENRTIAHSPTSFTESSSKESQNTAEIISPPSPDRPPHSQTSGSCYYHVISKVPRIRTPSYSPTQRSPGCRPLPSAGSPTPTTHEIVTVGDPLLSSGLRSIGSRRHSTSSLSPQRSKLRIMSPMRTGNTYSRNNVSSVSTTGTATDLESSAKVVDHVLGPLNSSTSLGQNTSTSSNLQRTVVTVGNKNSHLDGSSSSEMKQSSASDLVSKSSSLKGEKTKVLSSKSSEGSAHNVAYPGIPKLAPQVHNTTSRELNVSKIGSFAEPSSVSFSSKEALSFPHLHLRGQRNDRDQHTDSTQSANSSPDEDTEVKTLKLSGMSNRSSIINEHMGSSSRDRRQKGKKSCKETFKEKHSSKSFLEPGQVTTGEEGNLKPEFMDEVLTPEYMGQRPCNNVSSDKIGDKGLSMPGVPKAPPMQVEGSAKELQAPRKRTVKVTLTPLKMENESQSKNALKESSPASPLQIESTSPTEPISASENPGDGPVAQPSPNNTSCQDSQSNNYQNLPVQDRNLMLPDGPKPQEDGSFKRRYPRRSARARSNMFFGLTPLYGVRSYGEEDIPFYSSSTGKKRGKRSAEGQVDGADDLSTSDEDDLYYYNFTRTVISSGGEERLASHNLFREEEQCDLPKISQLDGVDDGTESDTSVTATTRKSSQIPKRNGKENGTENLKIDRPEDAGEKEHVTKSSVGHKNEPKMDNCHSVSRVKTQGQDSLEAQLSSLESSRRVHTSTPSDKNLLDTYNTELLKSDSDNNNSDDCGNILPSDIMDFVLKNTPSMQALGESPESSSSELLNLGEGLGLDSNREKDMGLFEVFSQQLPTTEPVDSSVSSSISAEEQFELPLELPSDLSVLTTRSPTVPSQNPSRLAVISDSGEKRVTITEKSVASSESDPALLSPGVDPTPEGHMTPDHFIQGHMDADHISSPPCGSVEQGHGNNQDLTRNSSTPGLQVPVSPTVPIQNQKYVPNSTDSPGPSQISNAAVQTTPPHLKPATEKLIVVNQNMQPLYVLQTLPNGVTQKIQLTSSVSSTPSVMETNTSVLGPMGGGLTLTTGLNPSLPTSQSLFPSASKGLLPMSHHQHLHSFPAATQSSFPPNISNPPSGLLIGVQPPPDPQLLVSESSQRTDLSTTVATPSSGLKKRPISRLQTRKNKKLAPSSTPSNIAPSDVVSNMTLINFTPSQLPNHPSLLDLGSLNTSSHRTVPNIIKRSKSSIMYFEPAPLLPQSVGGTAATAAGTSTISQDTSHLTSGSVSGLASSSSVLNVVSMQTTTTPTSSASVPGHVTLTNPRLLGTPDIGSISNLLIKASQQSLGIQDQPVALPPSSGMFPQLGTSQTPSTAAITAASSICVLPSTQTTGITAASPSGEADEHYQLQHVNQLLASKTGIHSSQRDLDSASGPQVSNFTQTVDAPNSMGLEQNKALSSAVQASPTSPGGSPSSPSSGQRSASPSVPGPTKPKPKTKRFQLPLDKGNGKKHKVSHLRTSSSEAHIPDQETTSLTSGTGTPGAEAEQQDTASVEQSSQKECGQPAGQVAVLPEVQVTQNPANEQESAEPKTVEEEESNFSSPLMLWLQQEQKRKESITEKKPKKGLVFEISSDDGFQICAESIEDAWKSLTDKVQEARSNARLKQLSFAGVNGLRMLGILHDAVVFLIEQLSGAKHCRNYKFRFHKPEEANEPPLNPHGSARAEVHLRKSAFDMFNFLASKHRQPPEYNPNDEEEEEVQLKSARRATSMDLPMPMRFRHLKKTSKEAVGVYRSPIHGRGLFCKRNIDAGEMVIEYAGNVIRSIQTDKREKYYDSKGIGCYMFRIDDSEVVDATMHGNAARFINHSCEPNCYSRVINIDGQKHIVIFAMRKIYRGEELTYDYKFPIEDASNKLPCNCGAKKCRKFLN
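Steps: dispense CXXC domain solution (7 uM) → pin compounds or unlabeled HOX-A9 DNA control → 5 min ambient → add FLSN-HOX-A9 solution (50 nM) → spin → 30 min ambient → fluorescence polarization. Tris pH 7.5/NaCl/DTT/BSA buffer.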
TCR act – Activators of T cell receptors: qHTS campaign; 330,000 tested, under 10 active; Potency, µM (series often up to 9.22 µM), for the others: at the highest dose activation of IL-2 secretion, usual class: activators; primary human leukocytes, anti-CD3, IL-2 HTRF, 48 h; AID 504894, 2011; note: % of control where 0% means no effect
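TCR engagement came from a-CD3 beads alone, with compounds added to primary human leukocytes for 48 hr. Secreted IL-2 bridged europium cryptate- and d2-labelled anti-IL-2 antibodies, giving FRET emission at 665nm after 320nm excitation.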
Chronic BCR inh – qHTS Assay to Find Inhibitors of Chronic Active B-Cell Receptor Signaling; Potency, µM (highest dose often 46.1 µM), for inactives: at the highest dose ratio change, negative = lower green/red ratio, hits mostly inhibitors; AID 493014, 2011; 0.05% of 340,000 active; ABC-DLBCL IkBa-CBG/CBR reporter, luminescence ratio, 4 h; active = well fitted inhibition curve with a large enough effect in the signal ratio, with a control signal flat, not every such curve was filed as active; inconclusive = small, poorly fitted or top-dose-only effect, or effect the other way, or a change in a side signal; the % refers to the signal ratio;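 note: potency is the fitted concentration of half-maximal effect; plate controls were basal doxycycline-induced cells for no effect and cells given 10 µM MG132 for full effect; MG132 reads +100%, hits lower the ratio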
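TMD8 ABC-DLBCL cells carrying doxycycline-inducible green luciferase fused to IkappaBalpha plus unfused red luciferase were exposed to compounds (up to 46 uM) for 4 hrs at 37C. Activity came from the overlap-corrected green/red luminescence ratio.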
FBPA coupling cs – qHTS Assay for Inhibitors of Fructose-1,6-bisphosphate Aldolase from Giardia Lamblia: Coupling assay counterscreen | coupling enzyme system counterscreen, AmpLite Red fluorescence | activity change, negative = inhibition, % at 58.2 µM, hits read low | 0.67% of 290,000 active; in the data active = activity change below about -30%; note: % is set by controls: 0 for no effect and ±100 for the full control effect
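Counterscreen lacking aldolase: glyceraldehyde-3-phosphate coupling-enzyme reagent preincubated 10 min at RT with compound (at 57.5 uM final), then substrate/coupling system with AmpLite Red added; fluorescence read at 525/598 nm after 20 min RT.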
A-T KAP1 phos – qHTS Assay for Identifying a Potential Treatment of Ataxia-Telangiectasia; […] A-T fibroblasts, KAP-1 phosphorylation AlphaLISA; neocarzinostatin DNA damage 30 min before lysis; Potency, µM (doses to about 57.5 µM), without a hit: at the highest dose activation, hits mostly activators; 0.19% of 320,000 active; AID 485349, 2010; note: potency is the fitted concentration of half-maximal effect; % of control where 0% means no effect; nearly all actives have a fitted effect of over 45% in size
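ATM-like activity read as KAP-1 phosphorylation via AlphaLISA donor/acceptor antibody pairs after lysis and 6 hr at 25C. Cells were ATM-null patient fibroblasts ([…], hTERT), dosed 60 min, then exposed to the DSB inducer NCS for 30 min.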
The depositor's hits bear a star; u = inconclusive; x = no result given; [ ] = remark or other dose. Unless noted, calls come from the whole dose curve; as a rule, active = well fitted curve in the direction sought with a large enough effect; inconclusive = small, poorly fitted or top-dose-only effect, or another doubt; inactive = no such curve, though single readings can be large; an effect the other way counts as inactive or inconclusive.

SMILES	Giardia killer	TSHR antag	hERG WT inh	GALK inhibitor	Tb PFK block	MLL CXXC-DNA inh	TCR act	Chronic BCR inh	FBPA coupling cs	A-T KAP1 phos
CC1CCCCN1C(=O)c1c(Cl)cnn1C (configuration not stated)	-5	5	2	-1%	-3%	2%	9%	0%	x	6%
O=[N+]([O-])c1cccc(/C=N/Nc2nc(N3CCCCC3)nc(N3CCCCC3)n2)c1	-9	-3	3	7%	0%	5%	7%	-8%	2	0%
COc1ccc2[nH]cc(C(=O)CN3CCCCC3)c2c1	-10	12	-6	-1%	1%	15%	0%	1%	2	0%
CCOC(=O)[C@@H]1[C@H]2COc3cc(OC)ccc3[C@H]2N2C(=O)N(c3cccc(C)c3)C(=O)[C@]12C	-17	-5	-18	x	-1%	x	0%	-1%	x	-2%
O=C(NCCCn1ccnc1)c1cc2ccccc2o1	-4	-14	-6	-1%	5%	-7%	2%	2%	-1	2%
Cc1ccc(N(CC(=O)Nc2cc(Cl)ccc2Oc2ccccc2)S(C)(=O)=O)cc1C	-6	-6	1	0%	-4%	18%	-4%	14%	1	-5%
O=C(c1ccc(-n2cnnn2)cc1)N1CCCCC1	11	4	6	-4%	-4%	-7%	1%[46.1 µM]	1%	-1	2%
O=c1c2ccccc2c(C=Nc2cccc(S(=O)(=O)NCc3ccco3)c2)c(O)n1-c1ccc(Cl)cn1	-8	-1	-1	-1%	0%	u	-2%[46.1 µM]	u	-4	1%
O=C1NC(=O)C(Cc2cccc(Oc3ccccc3)c2)S1 (configuration not stated)	-26	-17	14	-2%	4%	u	9%	12%	10	4%
Cc1cccc(N2CCN(C(=O)NC3CCCCC3)CC2C)c1 (configuration not stated)	5	5	-3	x	0%	15%	-4%	0%	2	1%
CCc1cc(C(=O)NNC(=S)NCc2ccccc2)cs1	4	-1	-19	2%	3%	-3%	2%	u	2	6%
CN(Cc1ccccc1C#N)S(=O)(=O)c1cccs1	-9	1	3	-1%	1%	-7%	-1%	2%	-11	-2%
O=C(Nc1ccncc1)c1cncc(Br)c1	-4	11	-11	0%	8%	-4%	-4%	12%	0	8%
O=C(CCc1ccccc1)NNC(=O)Cc1ccc(Cl)cc1	13	4	5	0%	-18%	3%	-4%	-2%	2	-4%
CCC(=O)c1cc(F)c(N2CCN(S(=O)(=O)c3ccccc3)CC2)cc1C	-16	-33	-5	0%	0%	-4%	x	u	5	8%
O=C(Nc1ccccc1)C1CC(=O)N(C2CCCCC2)C1 (configuration not stated)	-11	13	3	0%	3%	3%	3%	1%	5	-5%
CO/N=C(/CNC(=O)c1ccccc1Cl)c1ccc(Cl)cc1	7	-10	-28	x	0%	-3%	-1%	u	4	0%
OC(CNCCc1ccc(C(F)(F)F)cc1)COc1cccc2ccccc12 (configuration not stated)	-20	4	x	2%	-3%	11%	5%[46.1 µM]	-2%	-3	3%
CCOC(=O)C1CCCN(C(=O)CCNS(=O)(=O)c2ccc3c(c2)CCC(=O)N3)C1 (configuration not stated)	1	4	16	1%	-3%	-1%	x	10%	-2	0%
Cc1c(Cl)cccc1NC(=O)c1ccc(-n2ccnc2)nc1	3	12	-1	0%	-24%	-6%	-1%	u	1	5%
CCOC(=O)c1c(-c2cccs2)csc1N	0	3	6	0%	19%	8%	-1%	7%	-11	7%
COc1cccc(/C=N/NC(=O)CN2CC(c3ccccc3)CC2=O)c1O (configuration not stated)	8	6	6	-1%	1%	u	-6%[46.1 µM]	-10%	5	7%
O=C(CSc1nnc(CNC(=O)C23CC4CC(CC(C4)C2)C3)n1-c1ccc(F)cc1)Nc1ccc(F)cc1	9	17	3	-1%	-10%	7%	0%[46.1 µM]	-4%	5	1%
COC(=O)c1cccc(-n2nnnc2SCC(=O)Nc2cc(C)on2)c1	-16	-11	-1	4%	-6%	0%	0%	-1%	5	30%
CCCN(C(=O)COC(=O)Cn1c(=O)oc2ccccc21)c1c(N)n(Cc2ccccc2)c(=O)[nH]c1=O	19	2	-13	x	1%	x	1%	-13%	x	2%
CCOC(=O)C1=C(COC(=O)/C=C/c2ccc(OC)cc2OC)NC(=O)NC1C (configuration not stated)	2	-9	1	x	-5%	x	2%	-6%	x	0%
Cc1cc(C)n(CC(=O)N2CCCC(C(=O)c3cccc(OC(C)C)c3)C2)n1 (configuration not stated)	-2	-12	-3	-1%	7%	-1%	-5%	2%	-1	4%
O=[N+]([O-])c1ccc(N2CCN(c3ccccc3F)CC2)c(S(=O)(=O)N2CCOCC2)c1	16	5	0	2%	-13%	5%	-1%[46.1 µM]	-5%	-1	-2%
O=C(NC1CCCC1)c1ccc(CS(=O)(=O)c2ccc(Cl)cc2)o1	16	2	6	5%	0%	4%	2%	-8%	x	8%
CC1CCCC(NC(=O)COC(=O)COc2ccc(Br)cc2)C1C (configuration not stated)	-7	-6	3	x	8%	x	-2%	-3%	x	1%
CCOC(=O)[C@H]1[C@H]2COc3ccccc3[C@@H]2N2C(=O)c3cc(Br)ccc3NC(=O)[C@@]12C	22	0	18	x	0%	x	15%	u	x	6%
CCOc1cc(NC(=S)NCC2CCCO2)c(OCC)cc1NC(=O)c1cccc(F)c1 (configuration not stated)	-9	14	-2	-2%	9%	0%	7%	5%	0	-4%
CN(C)CCNS(=O)(=O)c1ccc(N2CCc3ccccc32)c([N+](=O)[O-])c1	0	0	2	0%	-2%	17%	4%	-4%	1	-3%
Cc1ccc(CNC(=O)c2cccc3c2C(=O)c2ccc(N4CCC(C)CC4)cc2S3(=O)=O)cc1	-28	-6	-21	x	-6%	x	6%	-5%	x	-4%
COc1cccc(/C=C/C(=O)N2CCN(c3ccccn3)CC2)c1	-2	10	-9	0%	1%	-8%	9%	u	x	12%
CCOC(=O)C1=C(COC(=O)CNC(=O)c2ccc(C(C)(C)C)cc2)NC(=O)NC1C (configuration not stated)	13	11	0	x	0%	x	0%	1%	x	-15%
CC(=O)N(C)c1ccc(NC(=O)CCN2C(=O)c3ccccc3C2=O)cc1	5	3	18	4%	-3%	-13%	-2%	2%	-1	0%
O=C(NNc1cccc(Cl)n1)Nc1ccccc1Cl	-17	15	-19	5%	0%	12%	4%	u	-1	3%
O=C(COc1ccc2ccc(=O)oc2c1)NC1CCCCC1	-3	-9	1	x	-2%	x	3%	u	x	5%
Cc1nc2ccccc2nc1OCC(=O)Nc1ccccc1	9	0	1	9%	0%	11%	1%	0%	0	3%
CCCn1c(=O)[nH]c(=O)c2c1nc(-c1cccs1)n2CCOC	-4	-11	-14	1%	1%	1%	3%	-3%	-3	3%
CC(=O)NCCCc1nc2ccccc2n1Cc1ccccc1C	22	4	-7	0%	1%	0%	-1%	3%	2	4%
CC1=C(C(=O)N(C)C)C(c2ccc(N3CCOCC3)cc2)NC(=O)N1 (configuration not stated)	5	6	-9	-2%	1%	12%	-6%	u	0	-1%
CC(C)(C)c1ccc(OCCNC(=S)NC(=O)c2cccnc2)cc1	0	9	17	1%	-6%	-3%	-6%[46.1 µM]	3%	1	0%
Fc1cccc(/C=N/NC(=S)Nc2ccccc2Cl)c1	56[activator]	3	2	0%	-1%	1%	6%[46.1 µM]	u	0	-3%
CC1(c2ccc(NC(=O)c3ccccc3F)cc2)CC1(Cl)Cl (configuration not stated)	-2	-22	-5	-4%	4%	1%	2%	-17%	-4	6%
Cc1ccc(S(=O)(=O)N2CCCCC2)cc1C(=O)N(C)CC(=O)Nc1ccc(Cl)c(C(F)(F)F)c1	4	-7	-10	2%	2%	u	-1%	-1%	-1	-5%
O=C(NC1(C(F)(F)F)N=C2SCCN2C1=O)c1cccnc1 (configuration not stated)	-4	11	-1	2%	-4%	11%	2%[46.1 µM]	u	7	3%
COc1ccc(NCC(=O)N/N=C/c2cc([N+](=O)[O-])ccc2N2CCCC2)cc1	-23	-7	-8	0%	-1%	-2%	-5%	-5%	-10	0%
CC1(C)CC(=O)C(CC2=C(O)CC(C)(C)CC2=O)C(=O)C1	-4	2	-5	0%	1%	-5%	x	-2%	-2	16%
Cc1cccc(CSCc2ccc(C(=O)O)o2)c1	17	6	0	1%	2%	-8%	8%	10%	17	-1%

No enrichment for hits. Share with any hit: about 1.6%.
